Screening data (PubChem)
p97 inhibitor: inhibitors of human p97 ATPase; P55072; recombinant p97 ATPase, Kinase-Glo ATP luminescence, 3 h; inhibition, % at 8 µM; hit rate 0.42% among 220,000; AID 1481; in the data active = inhibition above about 15%;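 note: 0% = DMSO vehicle and 100% = wells lacking enzyme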
NPY-Y1 antag: NPY-Y1 (human) receptor antagonism. P25929. HEK293-CNG Y1 cells, membrane potential fluorescence; NPY at EC95, then isoproterenol. inhibition, % at 3.6 µM. hit rate 1% among 200,000. AID 1040;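 active = inhibition above the campaign mean inhibition of all tested compounds plus 3 SD, cut at about 20% in these data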;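 note: 0% = DMSO wells given NPY plus isoproterenol and 100% = isoproterenol alone without NPY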
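Material: HEK293 cells co-expressing NPY Y1 receptor and cyclic-nucleotide gated channel. Timing: compound incubation 1 h at room temperature, readout 45 min post-stimulation. Signal: fluorescence, membrane potential probe.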
Runt-SMMHC FRET: Runt domain-CBFb-SMMHC interaction inhibition | inhibition, % at 20 µM | hit rate 0.74% among 220,000 | Cerulean-Runt/Venus-CBFb-SMMHC FRET ratio 530/480, 1 h;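 active = mean inhibition across duplicate retests at 20 µM reaching about 50%, limit read from the data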;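 note: 0% = DMSO wells and 100% = wells with excess untagged CBFb-SMMHC; inhibitors lower the FRET ratio by blocking Runt binding to CBFb-SMMHC; some results filed as inactive read as strong as hits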
Runt-CBFb FRET: Runt domain-CBFb interaction inhibition; Cerulean-Runt/Venus-CBFb FRET ratio 530/480, 1 h; inhibition, % at 20 µM; Q01196+Q13951; hit rate 0.46% among 220,000;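 active = inhibition over about 50% at 20 µM in the single-dose screen, limit read from the data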;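 note: 0% = DMSO wells and 100% = excess unlabeled CBFb competitor control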
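Doses: 20 µM compound in 1% DMSO | Material: Cerulean-labeled Runt domain protein | Amount: Each fluorescent fusion protein 100 nM | Schedule: Two 1 h room-temperature incubations shielded from light | Measured by: FRET fluorescence | Evaluation: Loss of energy transfer signal | Controls: Unlabeled CBFb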
Hck-Nef inh: blocks Nef-activated human Hck kinase; AID 463187; Recombinant Hck-YEEI plus Nef, Z-Lyte FRET kinase assay; hit rate 0.68% among 220,000; inhibition, % at 20 µM;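 active = Hck-Nef kinase inhibition above about 50%, limit read from the data; inactive = inhibition below that limit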;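 note: 0% = DMSO with Hck plus Nef and 100% = Hck alone without Nef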
RBBP9 inhibitor: inhibitors of human serine hydrolase RBBP9; recombinant RBBP9, FP-Rh probe fluorescence polarization; inhibition, % at 7.94 µM; hit rate 0.2% among 220,000;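 active = inhibition above the campaign mean of all tested compounds plus 3 SD, cut at about 14% in these data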;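 note: plate controls were DMSO wells with RBBP9 for no effect and wells lacking RBBP9 protein for full effect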
Target sequence (O75884 whole entry, looked up): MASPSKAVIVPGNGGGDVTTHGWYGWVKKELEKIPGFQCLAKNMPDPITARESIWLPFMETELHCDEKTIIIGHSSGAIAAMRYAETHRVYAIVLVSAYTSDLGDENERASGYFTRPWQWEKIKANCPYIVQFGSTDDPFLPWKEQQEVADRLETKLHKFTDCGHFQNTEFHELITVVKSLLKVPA
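System: RBBP9 protein | Quantity: 2.5 µM RBBP9 dispensing solution, before mixing | Reagent: FP-Rh probe, 375 nM dispensing solution | Timing: Enzyme-compound preincubation 30 min, then probe labeling 45 min, 25 °C | Measured by: Fluorescence polarization | Read-out: % inhibition | Replication: One well per compound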
NPY2 pot ag: potentiators or agonists of human neuropeptide Y receptor Y2; hit rate 0.45% among 220,000; AID 1359; activation, % at 3.6 µM; cells expressing NPY-Y2, potentiator/agonist read-out; P49146; in the data active = activation above about 27%;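 note: cells stimulated with NPY near EC25 plus isoproterenol at EC100; 0% = vehicle plus submaximal agonist and 100% = vehicle plus saturating agonist; some results beyond the cut were filed as inactive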
NPY-Y1 PAM-ag: potentiators or agonists of human neuropeptide Y receptor Y1 | activation, % at 3.6 µM | hit rate 0.37% among 220,000 | AID 1304 | NPY-Y1 expressing cells, potentiator/agonist activation; in the data active = activation above about 33%, passing the limit was not always enough;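 note: cells stimulated with NPY at EC10 then isoproterenol at EC100; 0% = low agonist plus stimulus and 100% = saturating agonist plus stimulus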
Mdm2 ligase inh: blocks human Mdm2 ubiquitin ligase activity | Q00987 | cell-based MDM2 ubiquitination luciferase reporter, 2 h; 0 = plate control, 100 = twice control, blank-subtracted | signal enhancement, % at 5 µM | hit rate 0.11% among 210,000 | AID 1230;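 active = signal enhancement of 30% or more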;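 note: luminescence tracks abundance of the self-degrading MDM2-luciferase fusion protein; higher signal means inhibition of MDM2 E3 ligase activity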
Target sequence (Q00987 whole entry, looked up, the tested form may be a part): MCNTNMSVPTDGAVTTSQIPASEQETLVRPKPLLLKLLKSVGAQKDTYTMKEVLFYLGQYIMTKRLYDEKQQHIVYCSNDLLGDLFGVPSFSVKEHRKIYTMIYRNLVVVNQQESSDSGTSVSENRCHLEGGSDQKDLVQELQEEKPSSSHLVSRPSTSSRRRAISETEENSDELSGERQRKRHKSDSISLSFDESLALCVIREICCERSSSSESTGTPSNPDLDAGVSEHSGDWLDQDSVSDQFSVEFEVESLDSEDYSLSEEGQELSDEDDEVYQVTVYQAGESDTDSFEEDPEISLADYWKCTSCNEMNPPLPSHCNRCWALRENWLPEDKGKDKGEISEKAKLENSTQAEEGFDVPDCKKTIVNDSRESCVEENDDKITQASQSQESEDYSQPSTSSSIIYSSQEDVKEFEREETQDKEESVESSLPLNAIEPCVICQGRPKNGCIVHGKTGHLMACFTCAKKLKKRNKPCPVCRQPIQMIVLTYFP
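Test system: mammalian cells stably expressing self-ubiquitinating, self-degrading MDM2 E3–luciferase fusion; Amount: 2000 cells in each well; Medium: DMEM; Schedule: 4 h settle plus 2 h compound, 37 °C; Technique: SteadyLite luciferase luminescence after 15 min room-temperature reagent incubation; Benchmarks: plate control and blank wells.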
An asterisk follows results filed as active; x = no result given.

Molecule,p97 inhibitor,NPY-Y1 antag,Runt-SMMHC FRET,Runt-CBFb FRET,Hck-Nef inh,RBBP9 inhibitor,NPY2 pot ag,NPY-Y1 PAM-ag,Mdm2 ligase inh
O=C(Cn1cc(C(F)(F)F)ccc1=O)N/N=C/c1ccc(F)cc1,1,0,2,0,28,-8,4,-12,-24
O=[N+]([O-])c1cc(S(=O)(=O)N2CCCCC2)ccc1NCc1cccc(Cl)c1,-2,2,-4,-1,1,0,-3,-32,-12
OC(COC(c1ccc(Cl)cc1)c1ccc(Cl)cc1)CN1CCCC1 (stereo unspecified),1,13,4,0,3,-12,0,-12,-14
Cc1ccccc1NC(=O)Nc1ccccc1C(N)=O,3,-1,1,1,-1,0,-11,-14,-14
CC1CCN(Cc2nc(-c3ccc(Cl)cc3)no2)CC1,-4,x,-1,-1,-3,-8,-11,-21,-6
CC(C)OP(C)(=O)CN1CCN(CP(C)(=O)OC(C)C)CC1 (stereo unspecified),3,2,-3,-2,2,-6,15,15,-6
Clc1cccc2c1Sc1ccccc1CC2N1CCNCC1 (stereo unspecified),-4,-6,6,-3,1,-2,14,26,-3
O=C(Oc1cccc2ccccc12)c1ccco1,6,12,0,0,1,-6,0,-2,-12
N=c1ccccn1CC(O)COc1ccccc1 (stereo unspecified),2,1,-3,-2,-3,-1,5,-9,8
O=c1oc2ccccc2c(Nc2ccc(F)cc2)c1[N+](=O)[O-],1,7,7,1,2,-8,5,7,-47
CCNC(=S)N/N=C/c1ccc(F)cc1,-1,3,0,-1,2,-2,1,-13,-8
COc1c2c(nc3ccccc13)OC(C(C)(O)CO)C2 (stereo unspecified),0,2,-1,2,-2,-2,-15,-4,-6
COc1cc2nc(-c3cccs3)oc(=O)c2cc1OC,0,-6,x,x,5,-7,-22,8,x
O=C(NC(=O)c1cnccc1C(F)(F)F)Nc1ccccc1,2,x,-3,-2,13,-11,10,9,2
Cc1sc(-c2ccncc2)nc1OC(=O)c1ccccc1,6,-3,-26,-7,-7,2,-5,-15,-5
CCCCCC(=O)Nc1cccc(C2=NOC3(C2)C[C@@H](C(N)=O)N(C(=O)C2(C)CC2)C3)c1 (stereo partly specified),x,x,0,0,30,x,x,x,13
Cc1cc(NC(=O)Nc2ccccc2)n(-c2ccccc2)n1,5,-6,-2,0,1,-5,13,8,-15
CCc1cccc2sc(NC(=O)c3ccc(N4C(=O)CCC4=O)cc3)nc12,-5,2,4,0,-8,-12,-13,-8,x
Cc1cc(C(=O)CCl)c(C)n1-c1c(C)n(C)n(-c2ccccc2)c1=O,1,-1,1,-2,22,1,5,4,-13
COc1ccccc1Nc1nc(-c2ccccc2O)nc2ccccc12,5,3,-3,-1,20,-4,-8,0,3
O=C(Nc1ccc(F)cc1)Oc1ccccc1N1CCOCC1,5,x,2,-1,4,-7,-7,2,-3
c1ccc(-c2nnc(CN3CCCc4ccccc43)o2)cc1,5,-6,-4,6,1,-4,-8,3,16
O=C1CN2NC(=S)N(c3ccc(Cl)cc3)C2=CN1c1ccc(Cl)cc1,0,2,-1,0,8,1,4,14,-12
CC1(c2nnc(-c3ccccc3)o2)CC(c2ccc(Cl)cc2)=NO1 (stereo unspecified),x,x,0,0,25,x,x,x,18
CN1C(=O)/C(=C2\SC(=S)N(C(CCC(=O)O)C(=O)O)C2=O)c2ccccc21 (stereo unspecified),1,-6,1,4,1,-3,2,5,13

The list goes on:
Molecule,p97 inhibitor,NPY-Y1 antag,Runt-SMMHC FRET,Runt-CBFb FRET,Hck-Nef inh,RBBP9 inhibitor,NPY2 pot ag,NPY-Y1 PAM-ag,Mdm2 ligase inh
CCc1ccccc1N=C1S/C(=C/c2ccccc2OCC(=O)N2CCOCC2)C(=O)N1C,0,2,-7,0,1,-3,-14,-31,-2
COC(=O)c1cn(NC(=O)C2COc3ccccc3O2)c(=O)c2ccccc12 (stereo unspecified),-4,14,-8,-1,0,-5,-39,1,-5
N=c1c2c(n(Cc3ccc(Cl)cc3)c3c1CCC3)CCC2,4,-6,3,0,1,6,5,4,-16
O=C1CCCc2nc3c(cc21)C(O)Oc1ccccc1-3 (stereo unspecified),11,-5,-1,-1,-1,-6,-14,-5,-2
O=c1c2[nH]c3ccc(F)cc3c2ncn1CCN1CCN(Cc2ccccc2)CC1,-1,4,0,-1,-2,-8,-1,-19,-10
N#Cc1cnn(-c2nc(SCc3ccccc3)nc3sc4c(c23)CCCC4)c1N,-9,12,-3,0,-2,-3,-47,-74,-5
Cc1cc(C)nc(SCCn2c(N3CC(C)OC(C)C3)nc3c2c(=O)n(C)c(=O)n3C)n1 (stereo unspecified),4,4,0,-1,-10,4,2,-6,3
Cc1ccc2sc(C)[n+](CCC(C)S(=O)(=O)[O-])c2c1 (stereo unspecified),6,3,8,37,0,-12,12,-1,-7
CCn1c(CNC(=O)c2cccc(C)c2)nc2ccccc21,0,2,0,0,0,-5,-4,-14,-13
C=C(C)Cn1c(SCC(=O)N/N=C/c2ccccc2OCC(=O)O)nnc1-c1ccc(Br)cc1,-2,x,-6,1,30,6,-6,11,-2
COc1ccc(-c2cc(C(F)F)n3ncc(C(=O)N4CCCc5ccccc54)c3n2)cc1,4,4,-2,0,-1,1,10,-1,-6
O=C(Nc1ncc(Cc2cccc(Cl)c2Cl)s1)C1CCCO1 (stereo unspecified),-4,0,x,x,20,-2,-2,-9,-4
CN(C)S(=O)(=O)c1ccc2c(c1)nc(CCC(=O)NCc1ccc(Cl)cc1)n2C,0,7,3,-1,-10,-6,-14,-13,-25
Cc1ccccc1NCC(=O)N=Nc1c(O)[nH]c2ccc([N+](=O)[O-])cc12,9,x,-6,-1,29,4,25,18,-11
O=C1N/C(=C/c2ccsc2)C(=O)N1c1ccccc1,7,-1,-10,1,16,5,-8,6,0
Cc1cc(C(=O)COC(=O)C2CC2)c(C)n1-c1ccc(F)cc1,-10,2,2,-1,18,-7,-4,-12,-86
CCn1c(COc2cccc(OC)c2)nnc1SCC(=O)Nc1ccccc1C(=O)OC,-2,15,1,-4,1,-13,-34,-13,3
NC(=O)NC(=O)COC(=O)/C=C/c1cccc(Br)c1,3,1,-10,-2,15,-1,-7,2,-9
Cc1cccc(-n2c(O)c(C=Nc3ccccc3N)c(=O)[nH]c2=O)c1,-6,5,-5,0,-1,-8,0,21,0
O=C(Cn1nc(-c2ccc3c(c2)OCCO3)ccc1=O)Nc1ccc(N2CCOCC2)cc1,5,8,4,3,-7,0,6,3,14
O=C(Oc1cccc(-n2cnnn2)c1)C1CCCCC1,-3,-13,-1,0,1,0,13,-11,-9
CC(=O)c1cccc(S(=O)(=O)Nc2ccc3nc(C)sc3c2)c1,-7,-4,0,-1,-10,-2,-2,-26,-16
CC(C)NC(=O)CSc1nc(Cc2cccs2)nc2ccccc12,-2,-1,6,0,-1,-4,-8,-3,-4
COc1ccc(OC)c(C2SCCN2S(=O)(=O)c2cccc(C(F)(F)F)c2)c1 (stereo unspecified),-4,12,14,-2,2,-5,6,-1,-4
Cn1nnc(NCc2cc(Br)ccc2OCc2cccs2)n1,-7,-8,-3,0,-1,-12,-9,-10,-6

Going on with the list.
Molecule,p97 inhibitor,NPY-Y1 antag,Runt-SMMHC FRET,Runt-CBFb FRET,Hck-Nef inh,RBBP9 inhibitor,NPY2 pot ag,NPY-Y1 PAM-ag,Mdm2 ligase inh
CCC(=O)NC(=S)Nc1ccc(NC(=O)c2ccc([N+](=O)[O-])cc2)cc1,8,-8,-5,-2,3,1,-6,-37,2
COC(=O)c1cn(NC(=O)c2ccncc2)c(=O)c2ccccc12,3,1,-2,0,-8,-2,-17,-24,-5
Clc1cccc(Cl)c1CSc1nnc2ccccn12,-3,12,4,0,2,-4,1,4,-7
O=C(O)c1ccc(/C=N/NC(=O)C2CC2(c2ccccc2)c2ccccc2)cc1 (stereo unspecified),-5,-9,-1,-4,16,-17,4,-23,-18
CC1(C)O[C@@H]2C[C@H]3[C@@H]4CCC5=CC(=O)C=C[C@]5(C)[C@@]4(F)[C@@H](O)C[C@]3(C)[C@]2(C(=O)CO)O1,9,3,-1,0,-3,6,9,18,x
CCOC(=O)C(O)(CC(=O)c1ccc(OC)cc1)C(F)(F)F (stereo unspecified),-1,-5,1,-1,-5,3,-2,16,-4
CCNc1nc(-c2cc3ccccc3o2)cs1,-1,2,3,5,5,-4,-4,-7,-43
CCCCc1cc(=O)oc2cc(C)c(CN3CCCC3)c(O)c12,1,2,-20,-5,1,-7,3,-16,-3
Cc1ccc2c(c1C)NC(=O)CC(c1ccccc1O)=N2,0,x,-30,-15,20,-9,-6,-2,0
Cc1ccc(OCC(=O)Nc2ccc(N3CCN(S(C)(=O)=O)CC3)cc2)cc1C,8,-2,4,0,15,-6,-3,18,-1
